JMJD2E inh – inhibitors of human JMJD2E histone demethylase | B2RXH2 | JMJD2E catalytic domain, FDH-coupled NADH fluorescence (FDH is formaldehyde dehydrogenase) | Potency, µM (titrated, usually from 57.1 µM), for the others: at the highest dose activity change, negative = inhibition, actives largely listed as inhibitors | actives 1.6% (n = 230,000); active = well fitted inhibition curve with a large enough effect, not every such curve was filed as active; inconclusive = small, poorly fitted or top-dose-only effect, or another doubt; inactive = no such curve, though single readings can be large or run the other way;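 note: 0% = wells with enzyme and -100% = buffer wells without enzyme; nearly all actives have a fitted effect of over 50% in size; many of its hits are not listed in these tables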
Target sequence (B2RXH2 1-337 limits assumed): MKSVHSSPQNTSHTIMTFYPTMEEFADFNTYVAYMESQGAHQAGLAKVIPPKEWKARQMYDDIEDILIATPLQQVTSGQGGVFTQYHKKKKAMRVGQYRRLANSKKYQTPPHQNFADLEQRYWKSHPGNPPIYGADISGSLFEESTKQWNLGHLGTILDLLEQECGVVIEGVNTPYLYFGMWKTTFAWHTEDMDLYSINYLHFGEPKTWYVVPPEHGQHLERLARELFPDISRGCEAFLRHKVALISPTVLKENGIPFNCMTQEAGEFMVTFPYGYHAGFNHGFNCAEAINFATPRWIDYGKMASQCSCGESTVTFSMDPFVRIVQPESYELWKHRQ
Lamin A splicing – LMNA splicing modulation | Potency, µM (titrated, usually from 46.1 µM), for inactives: at the top dose ratio change, negative = inhibition, hits mostly inhibitors | HeLa LMNA splicing GFP/RFP minigene ratio, 48 h | actives 0.01% (n = 200,000); active = well fitted inhibition curve with a large enough effect in the signal ratio, with a control signal flat, not every such curve was filed as active; inconclusive = small, poorly fitted or top-dose-only effect, or effect the other way, or a change in a side signal; the % refers to the signal ratio; note: % is set by controls: 0 for no effect and ±100 for the full control effect
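S3 HeLa stable clones carrying a lamin A-EGFP splicing minigene plus DsRed2 were seeded at 600 cells/well in Opti-MEM with 2% FBS, pin-dosed and incubated 48 h at 37°C. Acumen cytometry (488 nm) gave the GFP/RFP total-intensity ratio.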
GoLoco inh red – blocks human Gai1 binding to RGS12 GoLoco peptide, red readout; Gai1:RGS12 GoLoco peptide FP, rhodamine, 10 min; Potency, µM (titrated, usually from 61.6 µM), inactives show at the highest dose activity, negative = inhibition, most hits filed as inhibitors; actives 0.44% (n = 230,000); AID 880; active = well fitted inhibition curve with a large enough effect, not every such curve was filed as active; inactive = no such curve, though single readings can be large or run the other way; note: % is set by controls: 0 for no effect and ±100 for the full control effect; nearly all actives have a fitted effect of over 30% in size; many of its hits are not listed in these tables
TR SRC2 fluor cs – alters Texas Red total fluorescence, flagging assay interference | TRb/SRC2 Texas Red total fluorescence interference | Potency, µM (doses to about 106 µM), for inactives: top-dose fluorescence change, negative = quenching | actives 0.29% (n = 280,000); active = well fitted curve in either direction with a large enough effect; inconclusive = small, poorly fitted or top-dose-only effect; note: % is set by controls: 0 for no effect and ±100 for the full control effect
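Human TRb ligand-binding domain at 0.6 uM with 20 nM Texas Red SRC2 peptide in Tris buffer containing 1 uM T3 and 5% DMSO, incubated with compound 5 h at ambient temperature. Total fluorescence (555/632 nm) calculated as parallel + 2 × perpendicular.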
TRb-SRC2 inh – inhibitors of human thyroid hormone receptor beta-SRC2 interaction. P10828. TRbeta-SRC2 peptide binding, fluorescence polarization; receptor liganded with 1 µM T3. Potency, µM (doses to about 106 µM), without a hit: at the top dose activity change, negative = inhibition, usual class: inhibitors. actives 0.065% (n = 280,000). AID 1469;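 note: plate controls were bound peptide for no effect and peptide without receptor for full effect; nearly all actives have a fitted effect of over 50% in size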
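A fluorescence polarization screen tested compounds at multiple concentrations against complex formation between 0.6 uM TRb ligand-binding domain and 20 nM Texas Red SRC2 peptide, with 1 uM T3 present; readout after 5 hr.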
ALDH1A1 inh – inhibitors of human aldehyde dehydrogenase 1A1; P00352; Purified ALDH1A1, NADH fluorescence, propionaldehyde substrate; Potency, µM (doses to about 75.3 µM), for inactives: top-dose activity, negative = inhibition, actives largely listed as inhibitors; actives 7.3% (n = 220,000); active = well fitted inhibition curve with a large enough effect, not every such curve was filed as active; inconclusive = small, poorly fitted or top-dose-only effect, or another doubt; inactive = no such curve, though single readings can be large or run the other way;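 note: plate controls were no enzyme wells and a reference inhibitor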
RECQ1 inh – blocks DNA unwinding by human RECQ1 | AID 2549 | RECQ1 DNA unwinding, red fluorescence kinetic read | actives 0.54% (n = 240,000) | Potency, µM (top dose mostly 57.3 µM), without a hit: at the highest dose activity, negative = inhibition, most hits filed as inhibitors;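 note: plate controls were vehicle for no effect and no enzyme for full effect; nearly all actives have a fitted effect of over 30% in size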
Target sequence (P46063 whole entry, looked up): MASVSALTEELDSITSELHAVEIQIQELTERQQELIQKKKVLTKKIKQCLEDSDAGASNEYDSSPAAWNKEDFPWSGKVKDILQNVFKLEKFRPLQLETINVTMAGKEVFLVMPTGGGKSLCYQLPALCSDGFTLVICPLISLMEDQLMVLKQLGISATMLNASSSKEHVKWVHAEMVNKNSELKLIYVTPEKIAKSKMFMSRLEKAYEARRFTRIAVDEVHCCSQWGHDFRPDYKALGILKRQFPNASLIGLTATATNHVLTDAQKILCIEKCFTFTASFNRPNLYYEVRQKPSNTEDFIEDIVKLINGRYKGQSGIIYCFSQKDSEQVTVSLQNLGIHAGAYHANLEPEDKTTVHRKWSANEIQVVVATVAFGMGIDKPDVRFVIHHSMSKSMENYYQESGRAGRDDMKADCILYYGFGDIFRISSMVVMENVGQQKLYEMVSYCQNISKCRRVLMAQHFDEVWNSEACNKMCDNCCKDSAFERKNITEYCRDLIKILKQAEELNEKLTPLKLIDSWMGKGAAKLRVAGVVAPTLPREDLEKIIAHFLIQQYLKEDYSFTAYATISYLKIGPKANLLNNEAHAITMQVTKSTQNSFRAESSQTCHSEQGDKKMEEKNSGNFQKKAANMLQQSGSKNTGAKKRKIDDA
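RECQ1T1 50 nM; forked duplex (20 bp + 30-nt ss tails) 200 nM, ATP 2 mM final; pH 8.0, 2 mM MgCl2, 2.5 ug/ml poly(dI-dC); 15 min compound preincubation; discontinuous kinetic read over 2 h at RT.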
SMN2 splice enh – enhancers of SMN2 splice variant expression; Potency, µM (highest dose often 46.1 µM), for the others: top-dose activity change, positive = activation, hits mostly activators; actives 2.8% (n = 210,000); AID 1458; HEK293 SMN2-luciferase splicing reporter, luminescence, 30-36 h; note: % of control where 0% means no effect; nearly all actives have a fitted effect of over 55% in size
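qHTS luciferase splicing reporter: luminescence rises when SMN2 exon 7 is included in transfected HEK293 cells. Compound exposure lasted 30-36 h at 37C, with 4.5 mM final sodium butyrate as control, followed by a ONE-Glo read.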
The depositor's hits bear a star; i = inactive; ? = inconclusive; · = no result given; [ ] = remark or other dose. Unless noted, calls come from the whole dose curve; as a rule, active = well fitted curve in the direction sought with a large enough effect; inconclusive = small, poorly fitted or top-dose-only effect, or another doubt; inactive = no such curve, though single readings can be large; an effect the other way counts as inactive or inconclusive. Potency is the fitted concentration of half-maximal effect.

SMILES | JMJD2E inh | Lamin A splicing | GoLoco inh red | TR SRC2 fluor cs | TRb-SRC2 inh | ALDH1A1 inh | RECQ1 inh | SMN2 splice enh
O=C(Nc1ccc(F)cc1)N1CCCN(c2ccc(C(F)(F)F)cn2)CC1 | ? | · | 5% | -2% | -9% | · | -2% | ·
O=C(Nc1ccc([N+](=O)[O-])c(NC(=O)C2CCCO2)c1)C1CCCO1 (stereo not given) | -29% | 9% | 7% | -2% | -3% | ? | -1% | 3%
CCOC(=O)C1(CC)CC(CSc2nc3ccccc3[nH]2)OC1=O (stereo not given) | -2% | -7% | 1% | -3% | -1% | -15% | -2% | 7%
CCn1c(Cc2c(C)[nH]c3ccccc23)n[nH]c1=S | 3% | 7% | 2% | 0% | -8% | ? | i | 7%
O=S(=O)(c1ccc(F)cc1)c1nc(-c2ccccc2F)oc1N1CCCCC1 | -10% | 3% | -2% | -2% | -3% | 5µM* | i | 5%
CC1=NNC(=O)C1Oc1ccccc1 (stereo not given) | -3% | · | 1% | -4% | -1% | · | -4% | ·
O=C(/C=C/c1ccc2c(c1)OCO2)Nc1nc(-c2ccccc2)cs1 | ? | -13% | 11% | -1% | 9% | -4% | 1.4µM* | -62%[inhibitor]
c1ccc2c(N3CCCCC3)nc(N3CCOCC3)nc2c1 | ? | 5%[46 µM] | -12% | -3% | -4% | ? | -15% | -15%
COc1ccc(NC2CC(=O)N(c3cccc([N+](=O)[O-])c3)C2=O)cc1 (stereo not given) | 0% | · | 1% | 2% | 4% | ? | i | 3%
Cc1ccccc1OCC(=O)NCC(=O)N/N=C/C=C/c1ccccc1 | -1% | -3% | -4% | 1% | -6% | 9% | i | -5%
O=C(O)CCCN=C1NC2(CCCC2)Cc2ccccc21 | -7% | -1% | 0% | -3% | 3% | 5% | -4% | -4%
CCc1ccc(C2c3[nH]c4ccccc4c3CCN2C(=O)c2cc(C)nn2C)cc1 (stereo not given) | ? | 9%[46 µM] | 3% | 0%[53 µM] | -5%[53 µM] | 0% | -4% | ·
COc1ccc(OC)c(C(=O)c2ccc(Cl)cc2)c1 | -1% | · | 7% | -1% | 7% | 12% | i | ·
O=C1c2cccc3c([N+](=O)[O-])ccc(c23)C(=O)N1c1ccc(Cl)cn1 | -11% | -7% | -7% | -10% | -8% | -8% | -5% | -89%[inhibitor]
N#C/C(=C\c1ccccc1)c1nc2ncccc2[nH]1 | ? | 6% | 11% | -5% | 1% | -2% | -15% | 2%
CC(=O)c1cc(-c2ccc(F)cc2)n(CCC(=O)Nc2cc(C)[nH]n2)c1C | 3% | -3% | 8% | 1% | -2% | 3% | i | 27%
S=c1[nH]nc(-c2cnccn2)n1-c1ccccc1 | ? | -1% | -4% | -3% | -3% | -5% | -1% | 32%
CCOc1cc(Br)c(C=O)cc1OCC | -1% | ? | 3% | -2% | 4% | 4% | -1% | -17%
O=C(CSc1ncc(C(F)(F)F)cc1Cl)N1CCN(S(=O)(=O)c2ccc(Cl)cc2)CC1 | 0% | -13% | -2% | -7% | -5% | ? | i | -4%
CCOc1cc(CNCCO)cc(Br)c1OCc1ccccc1Cl | -3% | -6% | 17% | 0% | -15% | -11% | i | -30%[inhibitor]
CCC(=O)N(Cc1cc2cc(OC)ccc2[nH]c1=O)c1cc(C)ccc1C | ? | -5% | 11% | -1% | -14% | ? | i | -10%
C/C(=N/NC(=O)CSCc1ccc(Cl)cc1)c1cccc(NC(=O)c2ccccc2)c1 | -3% | 1% | 5% | 1% | -20% | -9% | i | -18%
CC(C)(C)c1ccc(S(=O)(=O)N2CCCCC2)cc1 | -3% | ? | -4% | -1% | 0% | -13% | -2% | -14%
NC(=O)c1nsc(C(=O)N(CC(=O)NCc2ccc3c(c2)OCO3)C2CCCC2)c1N | ? | ? | -6% | -4% | -2% | ? | -4% | -9%
Cc1onc(-c2ccccc2Cl)c1C(=O)Nc1nnc(-c2ccc(Cl)cc2Cl)s1 | ? | ? | -6% | -2% | 5% | ? | -10% | 0%
SMILES | JMJD2E inh | Lamin A splicing | GoLoco inh red | TR SRC2 fluor cs | TRb-SRC2 inh | ALDH1A1 inh | RECQ1 inh | SMN2 splice enh
S=c1[nH]nc(-c2cccnc2)n1/N=C/c1ccco1 | -22% | · | -14% | -1% | -8% | ? | i | 5%
O=C(CN1C(=O)NC2(CCCCCC2)C1=O)Nc1ccc2c(c1)CCC2 | 2% | -26%[46 µM] | 5% | 2% | -3% | -6% | -12% | 17%
N#Cc1ccccc1OCCCNC1CCCC1 | -23% | 5%[46 µM] | 3% | -3% | -3% | -4% | -17% | -2%
COc1ccc(C(=O)NC(=S)NC2CCSC2=O)cc1 (stereo not given) | -1% | -3% | 8% | 1% | -9% | -12% | -3% | -7%
COc1ccc2cc(CN(CC3COCCO3)S(=O)(=O)c3ccc(Cl)cc3)c(=O)[nH]c2c1 (stereo not given) | ? | 3% | -1% | -3% | -11% | ? | 15% | 4%
CC(C(=O)Nc1ccc(S(=O)(=O)N2CCOCC2)cc1)N1CCN(c2ccccn2)CC1 (stereo not given) | 1% | · | 5% | 1% | 1% | 8% | i | -11%
COc1ccc(C(=O)NCCNc2ccc([N+](=O)[O-])cc2)cc1 | 2% | 1%[46 µM] | 15% | -5% | 1% | -7% | -7% | -6%
CC(=O)Nc1ccc(NC(=O)c2ccc(-n3c(C)ccc3C)cc2)cc1 | 2% | 15% | 64%[activator] | 0% | -1% | 22µM* | -4% | ·
CCn1c2ccccc2c2cc(NC(=O)C/C(C)=N/NC(=O)c3ccccc3N)ccc21 | ? | 3% | 6% | -3% | 2% | ? | -8% | -3%
O=C(Nc1ccccn1)c1ccc(S(=O)(=O)c2ccc(Cl)cc2)cc1 | 0% | · | 8% | 1% | 1% | 7% | -7% | -39%[inhibitor]
CCN(CC)C(=O)C1CCCN(c2ccc([N+](=O)[O-])cc2[N+](=O)[O-])C1 (stereo not given) | -23% | -8%[46 µM] | 8% | -10% | 1% | -6% | -6% | ·
Cc1ccc(NC(=O)CCl)c(C)c1 | 6% | · | -23% | -3% | 6% | 0.28µM* | 1% | -92%[inhibitor]
COc1ccc(CNC(=O)C2=C(C)C(=O)OC23CCC(C)CC3)cc1 (stereo not given) | 6% | 0% | -17% | -4% | 0% | 5.6µM* | -4% | -4%
COc1ccc(/C(C)=N/Nc2nc3ccccc3nc2C)cc1 | ? | · | 3% | -7% | 2% | · | -5% | ·
CN(C(=O)c1ccc2nccnc2c1)C1CCCCC1 | 6% | · | -2% | 0% | 1% | · | -9% | ·
Cc1cc(C)c2c(n1)nn1c(NCCCN(C)C)cc(C)nc21 | ? | 4% | 4% | 0% | -5% | ? | -10% | 12%
COc1cc(NC(=O)COc2ccc(F)cc2)nc(OC)n1 | -2% | 3% | -1% | -1% | -3% | 3% | -4% | -16%
Nc1n[nH]c(-c2ccc(Br)cc2)c1Cl | -9% | -2% | -2% | 2% | 0% | -4% | -6% | -2%
c1ccc(CO/N=C(\c2ccc(C3CC3)nc2)C2CC2)cc1 | -7% | · | -1% | 0% | 8% | 7% | -3% | ·
O=C1CCC(C(=O)Nc2cccc(Oc3ccccc3)c2)=NN1 | 2% | -16%[46 µM] | -1% | -2% | 6% | 2% | 0% | 18%
COc1ccc(C2=NN(C(=O)CSc3ncccn3)C(c3ccc(C)cc3)C2)cc1 (stereo not given) | -3% | ? | 4% | -6% | 3% | 7% | -8% | 7%
CCOc1ncccc1C(=O)N(CC)CC(=O)Nc1ccc(NC(C)=O)cc1 | 5% | 5% | 5% | 2% | 0% | 14% | -5% | 4%
O=[N+]([O-])/C=C1\CCCCCN1 | -6% | · | 7% | -2% | 4% | · | -6% | ·
CC1=NN(c2ccc(C(=O)OC(C)C)cc2)C(=O)/C1=C\C=C\c1ccco1 | 4% | -6% | 22% | 0% | 7% | ? | 6% | -34%[inhibitor]
C/C(=N/O)c1c(O)c(C)c(-c2ccccc2)n(-c2ccccc2)c1=O | 0% | -9% | 1% | 1% | 5% | -2% | 4% | 13%
SMILES | JMJD2E inh | Lamin A splicing | GoLoco inh red | TR SRC2 fluor cs | TRb-SRC2 inh | ALDH1A1 inh | RECQ1 inh | SMN2 splice enh
Cc1ccc(C(=O)Nc2cccc(C(=O)N3CCN(C)CC3)c2)cc1 | -3% | 9% | -4% | -2% | -7% | ? | 2% | 11µM*
NS(=O)(=O)c1ccc(NC(=O)COC(=O)C2CC(=O)N(Cc3ccccc3)C2)cc1 (stereo not given) | 7% | 5%[46 µM] | -5% | -2% | 2% | 14% | -9% | -3%
O=[N+]([O-])c1ccc2nc(-c3ccccc3)cc(-c3ccccc3)c2c1 | 0% | 2% | 6% | 3% | -8% | 11% | -13% | -10%
Nc1ccc(N2CCOCC2)c(S(=O)(=O)Nc2cc(Cl)ccc2Cl)c1 | -6% | · | 17% | 1% | 3% | -4% | -15% | 4%
Cc1noc(C)c1-c1nc(N2CCN(C)CC2)c2ccccc2n1 | · | ? | -6% | · | · | 9% | i | ·
O=C(O)CCc1ccc(-c2ccc(Cl)cc2)n1Cc1ccco1 | ? | 1% | 2% | -2% | 7% | ? | -3% | ·
Cc1ccccc1N=C/C=C1\N(C)c2ccccc2C1(C)C | ? | ? | 209%[activator] | 45µM*[fluorescent] | ? | -14% | ? | 13%
COc1ccc(OC)c(NC(=O)Cn2cc(C(=O)c3ccco3)c3ccccc32)c1 | ? | -27% | -2% | -4% | 3% | -2% | -14% | -32%[inhibitor]
C=CCNC(=O)c1c2c(nc3ccccc13)-c1ccccc1CC2 | ? | -1% | -6% | 3% | -16% | ? | i | -16%
Cc1ccc(N2C(=O)N(CC(=O)c3cc(C)ccc3C)C(=O)C2C)cc1 (stereo not given) | 0% | ? | 6% | 2% | 5% | 7% | -13% | -22%
O=C(CNC(=O)c1ccc(S(=O)(=O)N2CCCC2)cc1)N/N=C/c1c(Cl)cccc1Cl | -6% | ? | 1% | -6% | 3% | ? | i | -14%
CCOc1ccc(-c2nc(CN3CCCCC3CCn3cccn3)c(C)o2)cc1 (stereo not given) | -7% | · | 10% | 0% | -3% | · | -1% | ·

Compound activity deposited in PubChem BioAssay by National Center for Advancing Translational Sciences (NCATS).

The list is partial; count on the stated rates, not on these rows.
